Assay outcomes (PubChem)
S1P3 antagonist: antagonists of human S1P3 receptor; Q99500; CHO S1P3 NFAT-BLA reporter, FRET fluorescence, antagonist mode; inhibition, % at 4.98 µM; 170,000 compounds, 0.27% hits;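 active means inhibition above the plate cutoff, the mean inhibition of test wells on that plate plus 3 SD, cut at about 28% in these data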;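 further: cells challenged with S1P at its EC80 of 0.8 µM; blue over green emission ratio from cleaved BLA substrate after 4 h stimulation; 0% = S1P-stimulated wells and 100% = unstimulated DMSO-only wells; some compounds past the cut are filed as inactive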
PPARg SRC-1 ag: promotes SRC-1 coactivator recruitment by human PPARgamma. PPARgamma-SRC-1 coactivator recruitment biochemical assay. 200,000 compounds, 0.41% hits. P37231. activation, % at 8 µM; in the data active means activation above about 19%;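 further: 0% = DMSO and 100% = reference agonist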
Target sequence (P37231 whole entry, looked up): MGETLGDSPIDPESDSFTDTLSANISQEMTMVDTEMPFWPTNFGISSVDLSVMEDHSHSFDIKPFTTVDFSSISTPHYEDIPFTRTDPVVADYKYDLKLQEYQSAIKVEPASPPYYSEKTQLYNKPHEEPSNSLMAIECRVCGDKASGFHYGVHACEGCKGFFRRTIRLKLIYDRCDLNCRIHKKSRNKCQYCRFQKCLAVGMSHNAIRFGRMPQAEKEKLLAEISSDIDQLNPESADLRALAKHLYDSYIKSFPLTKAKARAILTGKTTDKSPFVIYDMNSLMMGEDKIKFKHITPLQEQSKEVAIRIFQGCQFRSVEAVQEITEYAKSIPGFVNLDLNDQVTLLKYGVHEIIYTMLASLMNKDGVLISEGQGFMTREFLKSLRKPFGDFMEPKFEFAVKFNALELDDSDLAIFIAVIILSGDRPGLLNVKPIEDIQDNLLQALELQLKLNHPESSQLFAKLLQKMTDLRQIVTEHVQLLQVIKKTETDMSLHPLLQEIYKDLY
STAT3 act: STAT3 signaling activation; AID 871; activation (% of control), % at 5.6 µM; 190,000 compounds, 0.91% hits; U3A cells, IL-6 STAT3-luciferase reporter, luminescence; 100% = signal with IL-6 EC80 alone;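 active means activation above the screen-wide mean of compound activation plus 3 SD, cut at about 130% in these data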;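 further: 0% = background luminescence of wells with medium and substrate only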
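Test system: human U3A cells carrying STAT3-luciferase construct; control set: IL-6-only wells as 100% reference; timing: compound pre-incubation 1 h before IL-6, then 6 h stimulation at 37 °C; also added: IL-6 stimulus at 33 ng/mL final; evaluation: % activation versus median of IL-6-stimulated wells; detection: reporter luminescence signal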
STAT1 blocker: reduces IFN-gamma driven STAT1 reporter signal; inhibition, % at 5.5 µM; NIH 3T3 STAT1-luciferase reporter, luminescence; 200,000 compounds, 0.35% hits; AID 920;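 active means inhibition above a set limit, the mean inhibition across all tested compounds plus 3 SD, cut at about 34% in these data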;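 further: 0% = IFN-gamma with DMSO and 100% = IFN-gamma with 300 µM nifuroxazide; values of inactives mirror those of a sister screen read the other way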
PPARg SRC-3 ag: agonists of human PPARgamma SRC-3 coactivator recruitment; P37231; biochemical PPARgamma/SRC-3 coactivator recruitment assay; activation, % at 8 µM; 200,000 compounds, 0.26% hits; in the data active means activation above about 23%;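 further: 0% = DMSO and 100% = reference agonist; some compounds past the cut are filed as inactive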
RAM network inh: inhibitors of the yeast RAM network. inhibition, % at 50 µM. S. cerevisiae dse1pr::URA3 reporter, 5-FOA growth OD615, 2 d; analog-sensitive cbk1-as2 kinase mutant strain. 190,000 compounds, 1.8% hits;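 active means inhibition above a set limit, 3 SD over mean compound inhibition, cut at about 8.4% in these data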;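 further: 0% = DMSO-only wells with no growth and 100% = 10 µM 1-NA-PP1 full growth; inhibition rescues growth on 5-FOA so higher OD means more RAM inhibition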
PPARg SRC2 recr: agonists of SRC-2 recruitment by human PPARgamma. P37231. 200,000 compounds, 0.34% hits. PPARgamma LBD-SRC-2 recruitment, biochemical. activation, % at 8 µM. AID 1032; in the data active means activation above about 22%;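 further: 0% = vehicle and 100% = reference agonist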
STAT3 inh: inhibitors of IL-6 induced STAT3 signaling | U3A cells, IL-6 STAT3-luciferase reporter, luminescence; host cell line lacks STAT1 | inhibition, % at 5.5 µM | 190,000 compounds, 0.89% hits | AID 862;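 active means inhibition above the mean inhibition across all screened compounds plus 3 SD, cut at about 44% in these data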;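 further: 0% = DMSO only wells and 100% = 100 µM nifuroxazide control wells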
TLR4 MyD88 comp: inhibitors of human TLR4-MyD88 binding; 200,000 compounds, 0.18% hits; AID 861; HeLa CL3-4 TLR4/MyD88 BLA complementation, FRET ratio; inhibition, % at 8.4 µM; in the data active means inhibition above about 25%;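 further: 0% = vehicle and 100% = reference inhibitor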
SRC2 TRFRET art: flags TR-FRET format artefacts in PPARgamma SRC-2 recruitment agonist screen. TR-FRET artefact counter-screen; hits give high values. TR-FRET ratio at 8 µM. 200,000 compounds, 0.4% hits; in the data active means TR-FRET ratio above about 2000; further: inactives centre near 1500
ROMK mod: modulates human ROMK potassium channel activity; P48048; Tet-inducible ROMK, thallium flux fluorescence; actives lie on both sides; B-score at 10 µM; 130,000 compounds, 2% hits;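 active means signal ratio slope over the read window, or its plate-corrected B-score, at least 3 SD from the plate mean, either direction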;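 further: B-score of the F/F0 ratio slope over 7 to 12 s after thallium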
Target sequence (P48048 whole entry, looked up): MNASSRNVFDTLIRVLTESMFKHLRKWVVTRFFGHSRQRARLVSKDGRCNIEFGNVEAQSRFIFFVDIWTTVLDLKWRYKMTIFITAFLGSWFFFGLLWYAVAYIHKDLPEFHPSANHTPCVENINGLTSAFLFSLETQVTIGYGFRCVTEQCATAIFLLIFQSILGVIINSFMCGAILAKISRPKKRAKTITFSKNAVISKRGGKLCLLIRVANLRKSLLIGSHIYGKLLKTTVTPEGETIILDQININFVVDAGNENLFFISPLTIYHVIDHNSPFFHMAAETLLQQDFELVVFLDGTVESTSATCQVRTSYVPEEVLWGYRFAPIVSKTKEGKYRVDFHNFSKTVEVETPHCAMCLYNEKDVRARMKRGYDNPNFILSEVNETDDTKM
The depositor's hits bear a star; · = not tested or not shown.

structure	S1P3 antagonist	PPARg SRC-1 ag	STAT3 act	STAT1 blocker	PPARg SRC-3 ag	RAM network inh	PPARg SRC2 recr	STAT3 inh	TLR4 MyD88 comp	SRC2 TRFRET art	ROMK mod
CCc1cc2c(N3CCN(c4ccccc4)CC3)ncnc2s1	9	0	67	7	-1	-1.5	3	46*	-5	1496	·
CCOC(=O)c1c(CN2CCN(Cc3ccccc3)CC2)n(C)c2cc(Br)c(OC)cc12	·	4	106	5	6	-0.1	11	1	2	1578	0.14
Cc1nn(C)c(=S)n1-c1ccc(Cl)cc1	-21	1	104	-3	5	1.4	6	0	22	1577	0.029
CC(=O)C1=C(O)C(=O)N(c2ccc(C)cc2)C1c1ccccn1 (stereo not drawn)	·	1	100	2	1	-1.0	-2	2	6	1418	·
Cc1ccc(NC(=O)C2CCCN(S(=O)(=O)c3cccs3)C2)cc1 (stereo not drawn)	-32	0	91	9	7	2.9	5	14	-3	1544	·
CN(C)S(=O)(=O)N1CCCN(S(=O)(=O)N(C)C)CC1	-15	-2	96	-2	-12	0.2	4	8	-12	1738	-0.15
CC(C)(C)C(=O)NC(=S)NNC(=O)c1sc2ccccc2c1Cl	-6	6	80	10	3	2.1	2	26	-11	1473	7.3*
O=C(OCc1ccccc1)c1cn(-c2ccccc2)nc1-c1ccncc1	·	4	99	2	10	2.6	-1	5	3	1748	·
CCCCN(CC)S(=O)(=O)c1ccc(C(=O)Nc2nnc(-c3cccs3)o2)cc1	10	1	101	-2	-17	8.6*	1	3	-15	1515	0.55
CCNc1nc(C)c(CN(C(C)=O)c2ccccc2)nc1C#N	-15	0	115	10	0	2.9	1	-12	-4	1434	-0.046
Clc1ccc(N2N=C(c3cccs3)CC2c2ccco2)cc1 (stereo not drawn)	·	7	94	4	0	7.1	6	12	-39	1388	·
O=C(c1ccc(S(=O)(=O)NCC2CCCO2)cc1)N1CCc2ccccc21 (stereo not drawn)	-58	4	66	17	-4	3.4	10	42	3	1650	·
CCCc1nnc(SCCSc2nnc(CCC)n2N)n1N	·	-2	96	2	-17	6.3	-8	6	9	1466	0.017
Cc1cc(C)cc(Oc2ccccc2/C=C\C(=O)O)c1	·	-1	98	-2	-3	4.7	4	8	-12	1681	·
CCCc1cc(=O)[nH]c(SCC(=O)N2CCN(S(=O)(=O)c3ccc4ccccc4c3)CC2)n1	9	7	101	-5	-4	6.5	5	-6	0	1599	·
CCOc1ccc(S(=O)(=O)NCc2csc(C)n2)cc1	-7	-3	90	14	10	0.3	1	13	-9	1723	0.73
CCCC(C)NC(=O)c1cccc(Oc2ccccc2)c1 (stereo not drawn)	1	4	112	-21	-2	0.4	-3	-13	17	1584	·
Clc1ccc(/C=N/Nc2nnc(-c3ncc[nH]3)c3ccccc23)cc1	·	4	116	-15	5	3.1	0	-17	13	1546	·
COCc1cc(C)nc(N2CCOCC2)c1C#N	-15	-1	107	-10	-8	1.1	-7	-3	7	1695	·
O=C1CN=CN=CN1c1ccc(Cl)cc1Cl	-2	6	96	0	5	0.4	6	3	-9	1674	·
Cc1ccnc(SCCn2c(N3CC(C)OC(C)C3)nc3c2c(=O)n(C)c(=O)n3C)n1 (stereo not drawn)	-22	0	102	7	-2	-0.6	-12	-1	2	1283	0.83
COc1ccccc1-c1nnc(SCC(=O)NCc2cccs2)n1N	0	2	97	9	0	0.7	2	6	-5	1635	-0.022
Cc1ccc(SCc2c(-c3ccccc3)nn(C)c2Cl)cc1	·	2	95	4	1	-0.7	5	11	7	1370	-0.23
COC(=O)c1ccc(CSc2nnc(NCc3ccccc3)s2)o1	-12	-7	104	-1	-14	0.9	-1	0	3	1463	-1.1

3 compounds out of the list, sorted by SMILES length, high to low.
structure	S1P3 antagonist	PPARg SRC-1 ag	STAT3 act	STAT1 blocker	PPARg SRC-3 ag	RAM network inh	PPARg SRC2 recr	STAT3 inh	TLR4 MyD88 comp	SRC2 TRFRET art	ROMK mod
COC(=O)c1ccc(CSc2nnc(NCc3ccccc3)s2)o1	-12	-7	104	-1	-14	0.9	-1	0	3	1463	-1.1
CCCC(C)NC(=O)c1cccc(Oc2ccccc2)c1 (stereo not drawn)	1	4	112	-21	-2	0.4	-3	-13	17	1584	·
O=C1CN=CN=CN1c1ccc(Cl)cc1Cl	-2	6	96	0	5	0.4	6	3	-9	1674	·

Continuation.
structure	S1P3 antagonist	PPARg SRC-1 ag	STAT3 act	STAT1 blocker	PPARg SRC-3 ag	RAM network inh	PPARg SRC2 recr	STAT3 inh	TLR4 MyD88 comp	SRC2 TRFRET art	ROMK mod
CC(CCc1ccco1)NC(=O)c1cccc2c1C(=O)N(C1CCCCC1)C2 (stereo not drawn)	13	5	109	5	-1	12*	1	-9	8	1514	-0.089
CN(Cc1nc(CC2CC2)no1)CC12CC3CC(CC(C3)C1)C2	-4	2	111	-14	2	-1.1	1	-7	-5	1520	0.072
NC(=O)NCC12CC3CC(CC(C3)C1)C2	10	5	104	2	2	0.1	0	-2	-5	1508	·
COc1ccccc1Nc1nc2nonc2nc1N1CCC(C)CC1	0	-4	102	2	-2	6.5	3	-2	11	1560	0.45
Cc1ccc(NC2=NCC(=O)N2Cc2ccc3c(c2)OCO3)cc1	0	3	104	-3	1	-0.4	9	2	0	1546	0.2
COc1ccccc1NS(=O)(=O)c1cc(NC(=O)CC(C)(C)C)ccc1N1CCOCC1	-7	2	108	3	-3	3.1	-4	2	-29	1586	1
CC(=O)Nc1ccc(S(=O)(=O)N2CCN(c3nc(NC4CCCC4)c4ccccc4n3)CC2)cc1	19	-3	102	-6	0	0.4	0	4	3	1612	·
Cc1ccc(-n2c(SCC(=O)N/N=C/c3ccc(C)s3)nnc2-c2ccccc2)cc1	-5	2	107	1	8	8.0	7	-7	-2	1618	·
COc1ccc(/C=N/NC(=O)c2c(-c3ccccc3)noc2C)cc1	3	4	84	-3	2	-0.3	2	22	13	1500	0.036
COc1ccccc1C(=O)NCC(=O)NNc1ncnc(N)c1[N+](=O)[O-]	-22	5	104	-8	1	3.8	-1	3	3	1599	0.16
Clc1ccc(-c2csc(NNC3=NCCCCC3)n2)cc1	·	8	94	-6	8	0.4	8	10	17	1557	·
CCCn1c(NCc2ccccn2)nc2ccccc21	·	1	108	6	5	1.2	-2	-9	-2	1625	·
COc1cccc(CN(CC(=O)NCC2CCCO2)C(=O)CNS(=O)(=O)c2ccccc2)c1 (stereo not drawn)	·	-2	99	4	-1	·	8	4	6	1466	0.5
O=C(Nc1ccc(Cl)c(Cl)c1)Nc1nnc(CSc2ccccc2)s1	-4	10	97	-6	4	3.4	0	7	-9	1697	0.77
Cc1ccc2c(c1)N(C(=O)CCC(=O)O)CCO2	-5	4	99	-3	3	2.7	13	10	-3	1634	0.7
O=C(Cn1c(C(F)(F)F)nc2ccccc21)c1ccc(F)cc1	·	2	93	11	5	2.5	3	10	-7	1380	·
c1ccc(-n2c(SCC3CCCCO3)nnc2-c2cccs2)cc1 (stereo not drawn)	-4	0	101	9	8	0.9	5	3	6	1540	·
CCc1ccc(/C=N/NC(=S)NCCc2ccccc2)cc1	·	1	106	6	6	8.5*	9	-6	-1	1738	1.5
CCN(CC)C(=O)C1=C(C)Nc2nc3ccccc3n2C1c1cccc(OC)c1 (stereo not drawn)	·	1	101	5	-5	0.4	2	6	-7	1487	-0.65
COc1ccc(OC)c(/C=N/NC(=O)c2cc[n+](Cc3ccccc3)cc2)c1	0	4	93	1	4	0.4	-1	7	-2	1710	0.35
CSc1ccc(Cl)c(C(=O)Nc2ccc(C)cn2)c1	-8	3	87	-1	2	3.7	5	20	5	1682	-0.017
CCCCCCCOC(=O)C1=C(C)Nc2ncnn2C1c1cccs1 (stereo not drawn)	·	-1	71	15	-3	2.5	7	39	-5	1404	-1
CCOC(=O)c1cnc2c(C)cccc2c1Nc1ccc(N2CCOCC2)cc1	9	-3	104	2	7	3.3	-2	-4	3	1600	·
COC(c1ccccc1)c1nnc(CCC(=O)NC2C3CC4CC(C3)CC2C4)o1 (stereo not drawn)	-6	-1	103	-4	2	-1.1	4	3	10	1700	0.36
S=C(NCc1ccccc1)NCC1COc2ccccc2O1 (stereo not drawn)	·	0	101	1	-7	2.9	-5	8	2	1263	·
COC(=O)c1sc(S(=O)(=O)N2CCCCC2)c(C(=O)OC)c1C	13	1	103	-3	-7	3.6	0	-1	-6	1458	·
O=C(O)C1CC=CCC1C(=O)NNc1c(Cl)cc(Cl)cc1Cl (stereo not drawn)	-2	10	95	4	6	-0.5	3	8	8	1650	-0.062
Cc1cc(-c2ccccc2)nn1-c1nc2c(c(=O)[nH]c(=O)n2C)n1C	-19	-5	90	4	0	2.1	7	18	4	1594	1.4
COc1ccc(C2=NN(C(=O)c3cccs3)C(c3ccc(OC)cc3)C2)cc1 (stereo not drawn)	13	-1	92	9	2	5.3	4	9	-13	1513	0.74
CCn1c(SCC(=O)Nc2nc3ccc(OC)cc3s2)nnc1-c1ccoc1C	-23	0	101	-9	-5	2.7	5	3	2	1449	-2
O=C(NCCCN1CCOCC1)c1ccc(CS(=O)(=O)c2ccc(Br)cc2)o1	-6	6	106	1	11	1.3	-1	2	-3	1677	·
CC12CN3CC(C)(CN(C1)C3c1ccc([N+](=O)[O-])o1)C2=O (stereo not drawn)	-10	5	104	-4	2	-1.0	3	-2	11	1448	0.3
Cc1ccc(Cn2ncc3c(N4CCN(C5CCCC5)CC4)ncnc32)cc1	-5	11	97	6	6	1.0	6	4	0	1620	-0.27
CCCc1cc(C(=O)Nc2cccc(Cl)c2)no1	-23	1	105	-28	4	-1.2	4	-7	-6	1621	·
Cc1nc(Oc2ccccc2)c2ccccc2n1	2	-4	99	-5	-2	2.2	-2	2	-12	1540	-0.44
O=C(CSc1ccc2ccccc2c1)NCCCN1CCCC1=O	1	-4	101	0	-7	1.2	0	1	-3	1312	0.68
CCNC(=O)c1c(NC(=O)C2COc3ccccc3O2)sc2c1CCCC2 (stereo not drawn)	·	6	91	0	-2	4.4	-2	16	-7	1554	0.69
Cc1ccc(C)c(-n2cc[nH]c2=S)c1	-4	10	95	-2	-1	2.8	0	10	-9	1435	·
O=C(NCCC1=CCCCC1)C1CCN(C(=O)Cc2ccccc2)CC1	-2	0	99	2	6	0.4	-2	4	0	1551	-0.44
CC(=O)Nc1nc(N)n(-c2ccccc2)n1	·	2	101	-3	15	-0.7	1	-1	-3	1668	0.32
O=C(CSc1ncnc2c1nnn2Cc1ccc(F)cc1)NC1CCCCC1	-4	2	104	2	-1	4.1	0	-1	-3	1480	0.0048
COc1ccccc1-c1cc(C(=O)Nc2c(C)n(C)n(-c3ccccc3)c2=O)no1	-20	3	97	11	6	-1.3	6	8	7	1608	-1.6
O=C(NNC1=C(C(=O)C(F)(F)F)CCC1)c1ccccc1O	·	-3	177*	4	-4	1.9	-7	-80	2	1510	1.2
